Screens (PubChem BioAssay)
All columns: NCI-60 one-dose screen, growth in % after 48 h at 10 µM unless noted; 100 = growth as untreated, 0 = no growth, -100 = all killed.
NCI-H460: NCI-H460 lung cancer; hit rate 6.8% among 82,000
UO-31: UO-31 renal cancer | hit rate 5.2% among 81,000
TK-10: TK-10 renal cancer cells. AID 1794769. hit rate 3.9% among 81,000
ACHN: ACHN renal cancer | hit rate 4.9% among 81,000 | AID 1794771
786-0: 786-0 renal cancer cells | hit rate 5.1% among 81,000
NCI-H522: NCI-H522 lung cancer; hit rate 8% among 78,000; AID 1794739
RXF 393: RXF 393 renal cancer cells; hit rate 6.9% among 77,000
CAKI-1: CAKI-1 renal cancer; AID 1794772; hit rate 4.7% among 75,000
NCI-H322M: NCI-H322M lung cancer; AID 1794733; hit rate 2.7% among 80,000
* = called active by the depositor; . = not tested or not shown. The calls were made as follows: active = growth percent below 10; inactive = the rest.

SMILES | NCI-H460 | UO-31 | TK-10 | ACHN | 786-0 | NCI-H522 | RXF 393 | CAKI-1 | NCI-H322M
Cc1ccc2c(c1)C(=O)[C@]1(O)CCN(c3ccc4nc(C)ccc4c3)C1=N2 | 95 | 72 | 96 | 89 | 75 | 54 | . | 47 | 98
N#C/C(=C\c1ccc(Br)cc1)n1nnc2ccccc21 | -23* | -14* | 1.5* | -17* | 5.9* | -6.6* | -15* | 1.7* | -12*
CC(C)[C@@H]1COC(C(Cc2ccc(C(C)(C)C)cc2)(Cc2ccc(C(C)(C)C)cc2)C2=N[C@H](C(C)C)CO2)=N1 | 100 | 93 | 98 | 99 | 98 | 99 | 109 | 86 | 102
Cc1sc2c(c1C)c(=O)nc1c(-c3ccccc3)n[nH]n12 | 102 | 81 | 104 | 110 | 103 | 97 | . | . | 106
Cc1ccc(-c2nc(NS(=O)(=O)c3ccccc3)nc(Nc3ccccc3)c2C#N)cc1 | 100 | 90 | 121 | 93 | 110 | 95 | 134 | 96 | 100
O=S(=O)(Nc1ccc(Cl)c(F)c1)c1ccc(-c2cnc(C3CC3)o2)cc1 | 14 | 49 | 45 | 48 | 43 | -16* | -7.7* | 32 | 40
COc1cc(/C=C2/C(=O)Nc3ccc(Cl)cc32)ccc1OCc1ccc(F)cc1 | 50 | 62 | 156 | 28 | 95 | 93 | 91 | 76 | 77
CC(C)Cc1ccc(CC(C)C)c(O)c1 | 99 | 91 | 133 | 99 | 106 | 105 | . | 94 | 103
C=C1C(=O)O[C@H]2[C@H]1CC/C(COC(=O)c1cc3cc(Cl)ccc3[nH]1)=C\CC[C@@]1(C)O[C@@H]21 | 7.0* | -94* | -99* | -89* | -90* | -81* | -89* | -90* | 44
CCOC(=O)c1nn(-c2ccc(C)cc2)cc1C(=O)c1cc2c(ccc3ccccc32)oc1=O | 99 | 64 | 177 | 100 | 91 | 73 | 96 | . | 81
CC(C)(C)NC(=O)C(OC(=O)c1cccc(Cl)c1)c1ccc(Cl)cc1 (stereo not drawn) | 106 | 90 | 93 | 107 | 99 | 71 | 111 | 99 | 98
CCCCCC(=O)OC(C)COc1ccccc1 (stereo not drawn) | 104 | 100 | 99 | 107 | 105 | 94 | 100 | 108 | 100
O=C(/C=C/c1cccc2ccccc12)CC(=O)/C=C/c1cccc2ccccc12 | 106 | 84 | 98 | 106 | 96 | 83 | 123 | 99 | 97
CC(C)C[C@H](NC(=O)[C@H](C)n1ccc2ncccc2c1=O)B(O)O | 102 | 78 | 104 | 109 | 101 | 88 | 105 | 92 | 96
COc1ccc(C(=O)C/C(=C\c2ccc(O)c(OC)c2)C(=O)NCc2ccccc2)cc1 | 100 | 72 | 82 | 93 | 96 | 67 | 94 | 80 | 81
C/C(=C(/C)C1CC1CCNC1CCC(NC(=O)OC(C)(C)C)CC1)c1ccccc1 (stereo not drawn) | 58 | 64 | 108 | 87 | 66 | 69 | 43 | 54 | 89
Cc1nc(C#N)c(N2CCC(c3nc(-c4ccc(F)cc4)no3)CC2)o1 | 100 | 77 | 132 | 99 | 101 | 98 | . | 80 | 90
COc1ccc2c(c1)/C(=C\c1c[nH]c3ccccc13)C(=O)N2 | 81 | 56 | 122 | 62 | 118 | 135 | 116 | 71 | 83
C=CCn1c(SCC(=O)Nc2ccc(C(=O)/C=C/c3ccc(OC)cc3)cc2)nnc1-c1ccc(OC)c(OC)c1 | 92 | 66 | 110 | 95 | 80 | 66 | 85 | . | .
CC(=O)OCC1OC(n2cc(COc3ccc4ccc(=O)oc4c3)nn2)C(OC(C)=O)C(OC(C)=O)C1OC(C)=O (stereo not drawn) | 106 | 78 | 98 | 98 | 80 | 67 | 77 | 80 | 102
COc1cc(/C=C/C(=O)c2ccc(Cl)cc2)cc(CN2CCCCC2)c1O | 94 | 58 | 115 | 87 | 92 | 77 | 98 | 85 | 92
CC(=O)OC1CCC2C3CCc4cc(OP(=O)(N5CC5)N5CC5)ccc4C3CCC12C (stereo not drawn) | 93 | 110 | 112 | 103 | 98 | 95 | 113 | 87 | 124
CCCCC(=O)N1CCCC(C)C1 (stereo not drawn) | 105 | 88 | 100 | 99 | 95 | 92 | 117 | 93 | 92
COc1cccc(/C=C/C(=O)c2cc3c(N)c(C(=O)Nc4cccc(Cl)c4C)sc3nc2C)c1 | -24* | -43* | -18* | 6.8* | -44* | -70* | -71* | -47* | 7.7*
COc1c(N2CC3CCCNC3C2)c(F)cc2c(=O)c(C(=O)N/N=C/c3ccc4c(c3)OCO4)cn(C3CC3)c12 (stereo not drawn) | 79 | 65 | 124 | 85 | 50 | 29 | . | . | 88
CCc1cc(C)cc(O)c1 | 110 | 77 | 99 | 117 | 104 | 90 | 94 | 108 | 105
Cn1c2c(cc(S(=O)(=O)c3ccccc3)c1=O)CCc1c-2cnn1-c1ccc(Cl)cc1 | 20 | -14* | 35 | 6.4* | . | -11* | 2.6* | . | 39
O=C1NC(=S)NC(=O)C1=Cc1cccc(Cl)c1 | 117 | 118 | 109 | 115 | 98 | 68 | 107 | . | 141
CCS(=O)(=O)Oc1ccc(-c2ccc3sccc3c2)cc1 | 101 | 90 | 114 | 104 | 104 | 78 | 95 | 88 | .
COc1ccc(C(O)CCl)c2ccccc12 (stereo not drawn) | 103 | 74 | 121 | 91 | 105 | 99 | 97 | 80 | 106
CC1(C)C(=O)CC[C@]2(C)[C@H]3CC=C4[C@@H]5C[C@@](C)(c6nnc(-c7ccncc7)o6)CC[C@]5(C)CC[C@@]4(C)[C@]3(C)CC[C@@H]12 | 105 | 86 | 113 | 103 | 104 | 98 | 113 | 89 | 103
C#CCN=C[C@]12CC[C@@H](C(=C)C)[C@@H]1[C@H]1CC[C@@H]3[C@@]4(C)CCC(=O)C(C)(C)[C@@H]4CC[C@@]3(C)[C@]1(C)CC2 | 71 | -78* | 104 | 76 | 75 | 51 | 80 | 45 | 103
COc1cccc(-c2cc(-c3ccc(NS(C)(=O)=O)cc3)[nH]c(=O)c2C#N)c1 | 103 | 82 | 106 | 98 | 101 | 97 | 117 | 92 | 94
COc1cc(C(=O)NC(=S)NCc2ccncc2)cc(OC)c1OC | 110 | 77 | 103 | 94 | 97 | 57 | 96 | 91 | 90
COc1ccc(C(=O)NNc2nc(N3CCOCC3)nc(N3CCN(C(c4ccccc4)c4ccccc4)CC3)n2)cc1 | 79 | 94 | 112 | 74 | 96 | 94 | 93 | 63 | 100
O=C1NC(=S)N/C1=C\c1ccc(Cl)c(Cl)c1 | 106 | 98 | 89 | 101 | 85 | 76 | 100 | 97 | .
CCN(C(=S)Nc1cccc(C(F)(F)F)c1)c1ccccc1 | 111 | 74 | 122 | 96 | 100 | 92 | . | 97 | 85
CCOC(=O)c1cnn(C)c1N | 108 | 106 | 93 | 108 | 109 | 86 | 114 | 103 | 108
Cn1cc(-c2cc(N)n3nc(-c4c[nH]c5ccc(F)cc45)cc3n2)c2cccnc21 | -51* | -76* | -69* | -94* | -95* | -69* | -81* | -71* | -38*
Cc1cccc(CS(=O)(=O)NCc2ccc(N3CCCC3)cc2)c1 | 96 | 98 | 100 | 94 | 97 | 87 | 83 | 78 | 124
Cc1nc2ncc(C(=O)NO)c(=O)n2[nH]1 | 105 | 91 | 103 | 100 | 102 | 78 | 103 | 100 | 95
COc1ccc(C2=Nc3c(c(-c4ccccc4)nn3-c3ccccc3)C3(C(=O)Nc4ccc(Cl)cc43)C2C#N)cc1 (stereo not drawn) | 88 | 58 | 86 | 82 | 91 | 93 | 88 | . | 86
CCCCC/C(=C\c1ccccc1)C1OC(C)CC(C)(C)O1 (stereo not drawn) | 108 | 95 | 86 | . | 99 | 85 | 112 | . | 107
COc1ccc(C2CC(c3ccc(OC)cc3OC)=NN2C(=O)c2ccc(S(N)(=O)=O)cc2)cc1 (stereo not drawn) | 98 | 93 | 96 | 102 | 99 | 97 | 104 | 97 | 101
COc1ccc(NC(=O)c2cc(OC)c3c(c2)OCO3)cc1O | 101 | 107 | 93 | . | 91 | 76 | 110 | 88 | 106
NC(=S)Nc1ccc(Cl)cc1Cl | 109 | 69 | 114 | 96 | 91 | 87 | 86 | 99 | 106
CC(C)NC(=O)c1ccccc1 | 103 | 90 | 107 | 109 | 101 | 98 | 109 | 98 | 99
COc1cc(-n2ncc3cc(N)ccc32)cc(OC)c1OC | 100 | 59 | 135 | 78 | 99 | 81 | 110 | 86 | 84
O=[N+]([O-])c1ccc(N2CCCC2)c([N+](=O)[O-])c1 | 98 | 76 | 99 | 99 | 97 | 94 | 100 | 91 | 92
COc1ccc(-c2nn(-c3cccc(NC(=O)Nc4ccccc4)c3)cc2-c2ccncc2)cc1Cl | 4.9* | -40* | 28 | 35 | 42 | 5.8* | -59* | -7.5* | 40
COc1ccc(/C=C/c2nc3ccccc3c(=O)n2-c2ccc(C#Cc3ccc(C(C)(C)C)cc3)cc2C)c(OC)c1 | 85 | 80 | 101 | 105 | 101 | 70 | 113 | 77 | 101
COc1cccc(O)c1CN1CCC2(CCCN(Cc3ccc(F)cc3)C2)C1 (stereo not drawn) | 86 | 82 | 117 | 93 | 92 | 95 | 92 | 76 | 113
O=C(O)/C(=C/c1ccc(O)cc1)c1ccccc1 | 108 | 69 | 98 | 101 | 92 | 95 | 71 | 104 | 100
COc1ccc(/C(=N\NC(N)=S)c2ccccc2)cc1OC | 102 | 80 | 114 | 109 | 97 | 98 | 84 | 91 | 103
c1cnc2c(c1)CCC[C@@H]2N(CCCN1CCNCC1)Cc1nc2ccccc2[nH]1 | 106 | 58 | 99 | 103 | 96 | 82 | 79 | 90 | 80
Cc1[nH]c(-c2nc3ccccc3[nH]2)c(C)c1C(=O)N1CCOCC1 | 101 | 82 | 106 | 98 | 102 | 91 | 94 | 101 | 95
CN(/C(N)=N/N=C/c1c2ccccc2cc2ccccc12)C1CCCCC1 | 44 | 34 | 59 | 53 | 50 | 41 | 48 | 46 | 74
Brc1cc2c(c3ccccc13)N1O[C@@H](C2)C[C@H]1c1ccco1 | 110 | 64 | 87 | 115 | 98 | 86 | 87 | 86 | 106
COc1ccc(OC)c2c(=O)cc(C(=O)O)[nH]c12 | 100 | 91 | 95 | 109 | 101 | 93 | 98 | 95 | 92
COc1ccc(C(=O)/C=C/c2cc(-c3cc(OC)c(OC)c(OC)c3)n[nH]2)cc1OC | -17* | -85* | . | -86* | -35* | -78* | -79* | -67* | -42*
Further entries follow.
SMILES | NCI-H460 | UO-31 | TK-10 | ACHN | 786-0 | NCI-H522 | RXF 393 | CAKI-1 | NCI-H322M
O=C1NC(=O)C(Cc2ccc(Cl)cc2)(c2ccccc2)N1 (stereo not drawn) | 109 | 78 | 105 | 103 | 102 | 109 | 118 | 102 | 107
NC(=S)c1ccc(N)cc1 | 102 | 87 | 94 | 90 | 92 | 82 | 131 | 98 | 106
CC1=CC(=O)C(c2ccc(O)cc2O)=CC1=O | 106 | 69 | 103 | 102 | 102 | 73 | 109 | 89 | 100
C=CCn1cc(COc2cccnc2NC(=O)c2ccccc2)nn1 | 101 | 94 | 103 | 98 | 99 | 102 | 107 | 93 | 99
CCc1ccc2c(c1)N(CCO)C1=C(C(=O)OC1)C2c1cccc(Br)c1 (stereo not drawn) | 11 | 34 | 45 | 47 | 34 | -26* | 11 | 26 | 39
Cc1cc2c(c(C)c1Cl)C(=O)/C(=C/c1cccc(O)c1)O2 | 96 | 42 | 90 | 82 | 104 | 76 | 112 | 80 | 93
O=S(=O)(c1cnc2c(c1)Oc1ccccc1-c1cc(CN3CCCC3)nn1-2)N1CCCC1 | 95 | 87 | . | 103 | 92 | 92 | 93 | . | 98
CC[n+]1ccc(Nc2ccc(NC(=O)c3ccc(Nc4cc[n+](CC)c5ccc(N)cc45)cc3)cc2)cc1 | 88 | 70 | . | 93 | 98 | 80 | 115 | 88 | .
O=C(O/N=C(\Cn1cncn1)c1ccc(Cl)cc1)c1ccc(Cl)cc1Cl | 105 | 85 | 106 | 111 | 101 | 90 | 98 | 102 | 101

In a second layout: 11 of the compounds above.
mol	NCI-H460	UO-31	TK-10	ACHN	786-0	NCI-H522	RXF 393	CAKI-1	NCI-H322M
COc1ccc(OC)c2c(=O)cc(C(=O)O)[nH]c12	100	91	95	109	101	93	98	95	92
COc1ccc(C(=O)/C=C/c2cc(-c3cc(OC)c(OC)c(OC)c3)n[nH]2)cc1OC	-17*	-85*	.	-86*	-35*	-78*	-79*	-67*	-42*
O=C1NC(=O)C(Cc2ccc(Cl)cc2)(c2ccccc2)N1 (stereo not drawn)	109	78	105	103	102	109	118	102	107
NC(=S)c1ccc(N)cc1	102	87	94	90	92	82	131	98	106
CC1=CC(=O)C(c2ccc(O)cc2O)=CC1=O	106	69	103	102	102	73	109	89	100
C=CCn1cc(COc2cccnc2NC(=O)c2ccccc2)nn1	101	94	103	98	99	102	107	93	99
CCc1ccc2c(c1)N(CCO)C1=C(C(=O)OC1)C2c1cccc(Br)c1 (stereo not drawn)	11	34	45	47	34	-26*	11	26	39
Cc1cc2c(c(C)c1Cl)C(=O)/C(=C/c1cccc(O)c1)O2	96	42	90	82	104	76	112	80	93
O=S(=O)(c1cnc2c(c1)Oc1ccccc1-c1cc(CN3CCCC3)nn1-2)N1CCCC1	95	87	.	103	92	92	93	.	98
CC[n+]1ccc(Nc2ccc(NC(=O)c3ccc(Nc4cc[n+](CC)c5ccc(N)cc45)cc3)cc2)cc1	88	70	.	93	98	80	115	88	.
O=C(O/N=C(\Cn1cncn1)c1ccc(Cl)cc1)c1ccc(Cl)cc1Cl	105	85	106	111	101	90	98	102	101
